FEN1 inhibitor: human FEN1 inhibition | 0.35% of 390,000 active | Recombinant FEN1 flap cleavage, fluorescence, 15 min | Potency, µM (highest dose often 114 µM), for the others: at the top dose activity change, negative = inhibition, hits mostly inhibitors | P39748; note: nearly all actives have a fitted effect of over 65% in size
Target sequence (P39748 whole entry, looked up): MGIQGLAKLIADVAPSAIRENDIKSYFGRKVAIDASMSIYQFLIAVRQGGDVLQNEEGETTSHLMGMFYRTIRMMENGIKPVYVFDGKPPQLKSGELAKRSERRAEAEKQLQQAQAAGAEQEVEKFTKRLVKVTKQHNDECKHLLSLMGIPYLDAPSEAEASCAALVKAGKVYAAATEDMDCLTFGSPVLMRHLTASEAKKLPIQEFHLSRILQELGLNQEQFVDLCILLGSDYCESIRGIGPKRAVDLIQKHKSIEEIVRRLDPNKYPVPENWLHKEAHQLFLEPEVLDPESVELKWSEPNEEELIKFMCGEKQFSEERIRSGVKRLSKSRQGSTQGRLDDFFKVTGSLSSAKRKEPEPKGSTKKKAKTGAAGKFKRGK
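With each library titrated from low to high concentration, compounds met 10 nM FEN1 for 15 min at room temperature before 50 nM substrate was added; readings at 0 and 15 min fed four-parameter Hill curve fits.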
TDP1 inh: TDP1 (human) enzyme inhibition; Q9NUW8; recombinant TDP1, AlphaScreen DNA substrate cleavage; Potency, µM (series often up to 130 µM), without a hit: at the top dose activity change, negative = inhibition, actives largely listed as inhibitors; 0.28% of 350,000 active; AID 485290; note: nearly all actives have a fitted effect of over 40% in size
Target sequence (Q9NUW8 whole entry, looked up): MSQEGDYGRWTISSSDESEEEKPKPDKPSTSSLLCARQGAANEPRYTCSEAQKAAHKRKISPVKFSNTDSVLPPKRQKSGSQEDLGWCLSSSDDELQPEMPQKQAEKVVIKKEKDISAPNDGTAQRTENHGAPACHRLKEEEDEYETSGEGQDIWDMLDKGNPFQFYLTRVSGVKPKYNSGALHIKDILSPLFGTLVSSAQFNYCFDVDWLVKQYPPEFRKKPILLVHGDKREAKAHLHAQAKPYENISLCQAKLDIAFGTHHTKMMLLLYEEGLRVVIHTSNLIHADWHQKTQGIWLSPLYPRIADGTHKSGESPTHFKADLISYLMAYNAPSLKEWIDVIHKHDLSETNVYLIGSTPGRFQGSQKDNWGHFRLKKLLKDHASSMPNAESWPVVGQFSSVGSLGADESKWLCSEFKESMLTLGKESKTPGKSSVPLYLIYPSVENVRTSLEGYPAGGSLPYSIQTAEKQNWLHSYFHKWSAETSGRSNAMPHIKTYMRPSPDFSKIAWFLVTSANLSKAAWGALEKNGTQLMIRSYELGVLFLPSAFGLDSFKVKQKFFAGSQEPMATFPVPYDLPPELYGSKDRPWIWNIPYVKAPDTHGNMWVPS
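AlphaScreen read-out: signal falls as enzyme removes the 3' tyrosine-FITC from a 5'-biotinylated DNA oligo (15 nM, 5 min, RT). Enzyme was E. coli-made recombinant Tdp1 at 1 nM, exposed to compound for 15 min beforehand; beads 10 ug/ml, 10 min.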
N370S GC mod: inhibits or activates N370S mutant glucocerebrosidase; N370S GC spleen homogenate, 4MU-glucoside fluorescence; Potency, µM (titrated, usually from 59.4 µM), inactives show top-dose activity change, negative = inhibition, hits mostly inhibitors; 0.092% of 330,000 active; AID 2101;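 note: 0% = full enzyme activity and -100% = no enzyme basal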
* marks the source's active call; other numbers are inactive results; ? = inconclusive; / = no result given; & = joins results of further samples; [ ] = dose if it differs, or a comment. Calls come from the whole dose curve; as a rule, active = well fitted curve in the direction sought with a large enough effect; inconclusive = small, poorly fitted or top-dose-only effect, or another doubt; inactive = no such curve, though single readings can be large; an effect the other way counts as inactive or inconclusive. Unless noted, % is set by controls: 0 for no effect and ±100 for the full control effect; potency is the fitted concentration of half-maximal effect.

mol	FEN1 inhibitor	TDP1 inh	N370S GC mod
OC(COCc1cccs1)CN1CCN(c2ccccc2Cl)CC1 (stereo not drawn)	-11%	1%	-7%
O=C(Nc1ccccc1)/C(=C1\CCCN1)[N+](=O)[O-]	-18%	-4%	-29%
Cc1ccc(C(=O)O)c(C(=O)Nc2nc(C)cs2)c1	-15%	1%	-22%
O=S(=O)(c1ccc(Cl)cc1)n1ccc2cccnc21	-14%	2%	6%
CCOc1ccc(NC(=O)COC(=O)c2ccc3c(c2)C(=O)N(CCc2ccccc2)C3=O)cc1	0%	5%	5%
C[C@H](CO)N1C[C@H](C)[C@@H](CN(C)S(=O)(=O)c2cccs2)Oc2c(NC(=O)C3CC3)cccc2C1=O	-2%	1%	/
CC(=O)Nc1ccc(NC(=O)C(C)OC(=O)c2cc(S(=O)(=O)N(C)C)ccc2N2CCCC2)cc1 (stereo not drawn)	1%	1%	0%
CC(=O)NCCc1nc2ccccc2n1CCCCOc1ccccc1	-6%	/	-10%
COc1cccc(CSc2nc3n(n2)C(c2ccccc2C)C(C(=O)Nc2ccccc2OC)=C(C)N3)c1 (stereo not drawn)	-12%	5%	/
Cc1ccc(-n2ccn(CC(=O)NCCc3ccccc3)c(=O)c2=O)cc1C	-4%&4%	0%&5%	-14%
COc1ccc(N2CCN(C(=O)c3cn(C)c4ccc(S(=O)(=O)N(C)C5CCCCC5)cc4c3=O)CC2)cc1	-12%	0%	/
O=c1c(=Nc2ccccc2O)c(=O)c2ccccc12	-1%	1%	-2%
Cc1ccc(C2=NN(CCC(=O)NCCc3cccc(C)c3)C(=O)CC2)cc1	-1%	-2%	/
COc1ccc(C2=Nn3c(nnc3-c3ccccc3O)SC2)cc1OC	/	4%	2%
CC(=O)N1CCN(S(=O)(=O)c2cccc(C(=O)Nc3ccccc3N3CCOCC3)c2)CC1	-7%	5%	-8%
Cc1cc(Cl)c(S(=O)(=O)N2CCSCC2)cc1OCC(=O)NC1CCCCC1	-12%	4%	22%
O=C(NCC(c1ccco1)N1CCCCC1)c1cccnc1 (stereo not drawn)	-2%	1%	/
CC(C)OC(=O)c1cccnc1SCC(=O)N(C)c1ccccc1	2%	2%	6%
O=C(NCC(O)c1ccc([N+](=O)[O-])cc1)Nc1ccccc1 (stereo not drawn)	?	/	-20%
CCOC(=O)C1/C(=N\O)CC(C)(O)C(C(=O)OCC)C1c1ccc(OC)c(OC)c1 (stereo not drawn)	7%	-2%	-5%
COc1ccc(OC(C)c2ccc(C#N)c(=O)[nH]2)cc1 (stereo not drawn)	-7%	5%	0%
Cc1ccc2c(c1)N(C)/C(=C/c1cccc[n+]1CCO)S2	-21%	/	-14%
O=C(COC(=O)C12CC3CC(CC(Cl)(C3)C1)C2)NCc1ccco1	1%	2%	/
CCc1ccc(-c2cc(C)no2)cc1S(=O)(=O)Nc1ccc(Cl)cn1	-15%&12%	1%&5%	0%
CC(C)Oc1ccc(CNC(=O)C2CCCCN2S(=O)(=O)c2ccc(F)cc2)cc1 (stereo not drawn)	-1%	5%	/
CCCCN(C)C(=O)c1nc2ccccn2c1CN1CCN(c2ncccn2)CC1	16%	/	-1%
O=C(CSc1cc(Cl)ccc1Cl)NC1CC1	-1%	0%	/
O=C(COc1ccccc1)N1CCN=C1SCc1ccccc1F	-10%	-1%	8%
Cc1ccc2c(C(=O)CN3CCCCC3)c(C)[nH]c2c1	14%	/	6%
c1csc(-c2cn3c(n2)SCC3)c1	9%	10%	-1%
CCOC(=O)Cn1nc(C)c([N+](=O)[O-])c1C	20%	0%	-8%
CC(C)Cc1nc(N2CCN(C(=O)c3ccccc3)CC2)c(C#N)c2c1CCC2	-12%	-3%	22%
CCOC(=O)C1CCN(C(=O)c2cccc(S(=O)(=O)NCc3ccccc3)c2)CC1	2%	1%	/
CCOc1ccc(C(=O)/C=C/c2cn(CC(O)CN3CCCCCC3)c3ccccc23)cc1 (stereo not drawn)	?	3%	/
CC1SC(c2ccc(F)cc2)N(CCc2ccccc2)C1=O (stereo not drawn)	0%	/	-3%
Cc1c(C(=O)NC(C)c2ccncc2)oc2ccccc12 (stereo not drawn)	-14%	4%	-1%
COc1ccc(NC(=O)CC2C(=O)N(c3ccc(OC)cc3)C(=O)N2CCC2=CCCCC2)cc1 (stereo not drawn)	-13%	6%	/
OCCC1CN(Cc2ccccc2OC2CCCC2)CCN1Cc1ccsc1 (stereo not drawn)	-14%	-2%	-6%
Cc1c(C)n(CCC(=O)O)c2ccccc12	16%	0%	11%
CCc1nc2ccccc2c(C(=O)OCC(=O)NC2CCCC2)c1C	10%	1%	/
CC1(C)C(=O)Nc2ccccc2N1C(=O)CN1C(=O)c2ccccc2C1=O	8%	5%	-3%
Cc1onc(-c2c(Cl)cccc2Cl)c1NC(=O)NNc1c(Cl)cncc1Cl	6%	-1%	-5%
CCCN1Cc2cccc(C(=O)NCCCOC(C)C)c2C1=O	-1%	-2%	18%
COc1ccc(N2C(=O)c3ccccc3NC2c2ccc(OC)c(CN3CCOCC3)c2)cc1 (stereo not drawn)	15%	2%	0%
COC(=O)C/C=C\[C@@H](C)[C@@H](/C=N\O[C@@H](C)c1cn([C@H]2COC[C@H]2O)nn1)NS(=O)(=O)c1ccc(C)cc1	/	-1%[21 µM]	-15%[12.8 µM]
COc1ccccc1NC(=S)N(Cc1ccco1)Cc1cc2ccc(C)c(C)c2[nH]c1=O	-9%	8%	?
COC(=O)c1ccc(NC(=O)CCn2cccn2)cc1	-2%	-1%	/
Cc1ccc(CSCC(=O)N(C)CC(=O)Nc2ccc(Cl)c(Cl)c2)cc1	-9%	/	-5%
CS(=O)(=O)Cc1cc(N2CCCC2)nc(-c2ccccc2)n1	0%	3%	-4%
CCOC(=O)C1=C(CC)Nc2ccccc2N/C1=N\S(=O)(=O)c1ccccc1OC	2%	0%[56.1 µM]	/
CCN(CC)c1ccc(CN(C(=O)c2cccs2)C2CCS(=O)(=O)C2)cc1 (stereo not drawn)	10%	11%	-16%
O=C(CNS(=O)(=O)c1ccc(F)cc1)N1CCOCC1	-2%	/	-2%
O=C(COc1coc(CN2CCN(c3ccccc3)CC2)cc1=O)N1CCc2ccccc21	-3%	/	-2%
O=C(NCc1ccccc1)NC(=O)c1ccccc1	-10%	5%	16%
O=C(NCC(=O)N1CCN(c2ccccc2)CC1)c1ccc(Cl)cc1	-4%	/	-5%
Cc1ccc(SCC(=O)Nc2ccc3oc(-c4ccc(F)cc4)nc3c2)cc1	19%	-2%	/
COc1ccc(N2CC(NC(=O)C(c3ccccc3)c3ccccc3)CC2=O)cc1OC (stereo not drawn)	17%	-3%	/
Cc1cc(CNC(=S)Nc2cccc(Cl)c2Cl)nn1C	16%	0%	4%
Cc1cc(Br)cc2c1NC(=O)C2(O)CC(=O)c1ccco1 (stereo not drawn)	4%	-3%	1%
Cc1ccccc1Nc1nc(N)nc(CSCc2c(C)noc2C)n1	2%	3%	-3%

Following part
mol	FEN1 inhibitor	TDP1 inh	N370S GC mod
CC(C)(C)c1ccc(-c2c(C#N)c(N)nc3c2CCCC3)s1	-8%	1%	13%[12.8 µM]
CC(=O)N1c2ccccc2C(C)CC12CCCCC2 (stereo not drawn)	13%	3%[56.1 µM]	4%
Cc1cc(=O)cc(C)n1-c1ccccc1Br	-2%	/	-8%
O=C(NNc1c2ccccc2nc2ccccc12)c1ccc(O)cc1O	?	11%	-6%
CC1=C(C#N)C(NC(=O)C(C)(C)C)(C(F)(F)F)C(=O)N1 (stereo not drawn)	-11%	-4%	4%
COc1ccc2ccccc2c1CNCc1ccccn1	-11%	9%	2%
CC(=O)Nc1ccccc1-c1nc2ccccc2n(Cc2cccc(Br)c2)c1=O	-4%	9%	/
O=C(Cn1c(=O)nc(-c2ccccc2)c2cc(Cl)ccc21)N1CCN(c2ccccc2F)CC1	-4%	6%	/
COc1cccc(C(=O)N(Cc2nc(-c3cccc(C)c3)no2)C(C)C)c1OC	17%	2%	?
CCOC(=O)N1CCN(c2ncnc3nc[nH]c23)CC1	7%	2%	-1%
CN(CCNC(=O)c1ccc(CS(=O)(=O)c2ccc(Br)cc2)o1)CCc1ccccc1	-2%	2%	-3%
C=CCn1cnc2scc(-c3ccc(OC)cc3)c2c1=O	-1%	3%	-4%
CCOc1ccc(NC(=O)c2ccccc2OCC(=O)c2ccc(C)cc2)cc1	-4%	5%	2%
CCSc1nnc(NC(=O)C2C3C=CC(C3)C2C(=O)O)s1 (stereo not drawn)	-5%	-4%	2%
Nc1ccccc1-c1nnn(CC(=O)Nc2ccc3c(c2)OCCO3)n1	9%	4%	7%
CC1CCc2sc(C(=O)NCC(c3ccco3)N3CCCCC3)cc2C1 (stereo not drawn)	-17%	3%	/
COc1ccc(NC(=S)NCCCCCC(=O)C[N+](=O)[O-])cc1	1%	5%	18%
CSc1nnc(-c2ccccc2N=Cc2c(C)[nH]n(-c3ccccc3)c2=O)c(=O)[nH]1	14%	6%	/
O=C(CSc1nnc(-c2ccc(Cl)cc2)n1-c1ccccc1)N/N=C/c1ccccc1C(=O)O	-15%	2%	12%
COc1ccc(CNC(=O)CCSc2nc(-c3ccc4c(c3)OCO4)cc(C(F)(F)F)n2)cc1	-2%	3%	10%
Cc1ccc(-c2c(C(=O)N/N=C/c3ccoc3)nnn2-c2nonc2N)cc1	16%	5%	6%
O=C(CSc1nnc(NC(=O)C2CCC2)s1)Nc1ccc(N2CCOCC2)cc1	8%	4%	3%
COc1ccc(-c2cc(=O)oc3cc(OCC(=O)N[C@@H](Cc4c[nH]c5ccccc45)C(=O)O)ccc23)cc1	12%	/	3%
Cc1nc(-c2ccc(Cl)cc2)sc1CCNC(=O)c1ccco1	1%	5%	/
O=C1CC(c2cccc([N+](=O)[O-])c2)c2cc3c(cc2N1)CCC3 (stereo not drawn)	-15%	3%	9%
O=C1CSC(=Nc2cccc([N+](=O)[O-])c2)N1	18%	/	-12%

A portion taken from the entries so far, as a working copy:
mol	FEN1 inhibitor	TDP1 inh	N370S GC mod
COc1cccc(C(=O)N(Cc2nc(-c3cccc(C)c3)no2)C(C)C)c1OC	17%	2%	?
CCOC(=O)N1CCN(c2ncnc3nc[nH]c23)CC1	7%	2%	-1%
CN(CCNC(=O)c1ccc(CS(=O)(=O)c2ccc(Br)cc2)o1)CCc1ccccc1	-2%	2%	-3%
C=CCn1cnc2scc(-c3ccc(OC)cc3)c2c1=O	-1%	3%	-4%
CCOc1ccc(NC(=O)c2ccccc2OCC(=O)c2ccc(C)cc2)cc1	-4%	5%	2%
CCSc1nnc(NC(=O)C2C3C=CC(C3)C2C(=O)O)s1 (stereo not drawn)	-5%	-4%	2%
Nc1ccccc1-c1nnn(CC(=O)Nc2ccc3c(c2)OCCO3)n1	9%	4%	7%
CC1CCc2sc(C(=O)NCC(c3ccco3)N3CCCCC3)cc2C1 (stereo not drawn)	-17%	3%	/
COc1ccc(NC(=S)NCCCCCC(=O)C[N+](=O)[O-])cc1	1%	5%	18%
CSc1nnc(-c2ccccc2N=Cc2c(C)[nH]n(-c3ccccc3)c2=O)c(=O)[nH]1	14%	6%	/
O=C(CSc1nnc(-c2ccc(Cl)cc2)n1-c1ccccc1)N/N=C/c1ccccc1C(=O)O	-15%	2%	12%
COc1ccc(CNC(=O)CCSc2nc(-c3ccc4c(c3)OCO4)cc(C(F)(F)F)n2)cc1	-2%	3%	10%
Cc1ccc(-c2c(C(=O)N/N=C/c3ccoc3)nnn2-c2nonc2N)cc1	16%	5%	6%
O=C(CSc1nnc(NC(=O)C2CCC2)s1)Nc1ccc(N2CCOCC2)cc1	8%	4%	3%
COc1ccc(-c2cc(=O)oc3cc(OCC(=O)N[C@@H](Cc4c[nH]c5ccccc45)C(=O)O)ccc23)cc1	12%	/	3%
Cc1nc(-c2ccc(Cl)cc2)sc1CCNC(=O)c1ccco1	1%	5%	/
O=C1CC(c2cccc([N+](=O)[O-])c2)c2cc3c(cc2N1)CCC3 (stereo not drawn)	-15%	3%	9%
O=C1CSC(=Nc2cccc([N+](=O)[O-])c2)N1	18%	/	-12%

Bioassay records: PubChem BioAssay, National Center for Advancing Translational Sciences (NCATS)

Rows are unselected, and some 0.57% of all compounds hit somewhere here.
